APJ agonist – agonists of human APJ apelin receptor | P35414 | CHO-K1 APJ PathHunter beta-arrestin, luminescence; 0% DMSO wells, 100% apelin | activation, % at 20 µM | 0.11% of 330,000 active | AID 2520;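 active = activation more than six SD over the plate average, tested at 20 µM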;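 note: 0% = DMSO alone and 100% = apelin-13 at 10 nM; some results filed as inactive read as strong as hits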
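Assay system: engineered CHO-K1 APJ arrestin reporter cells; Amount: 1000 CHO-K1 reporter cells seeded per well; Dosing: one dose, 20 µM compound, 1% DMSO; Times: compound stimulation 90 min at 25 °C, detection 60 min; Measured by: luminescent beta-gal fragment complementation, chemiluminescent substrate; Read-out: APJ–arrestin association signal; Controls: DMSO vs Apelin-13 10 nM.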
UPR XBP1 act – activators of adaptive arm of unfolded protein response (XBP1); 0.33% of 330,000 active; CHO-XBP1 luciferase reporter, IRE1-XBP1 UPR activation, luminescence; percent of tunicamycin response, DMSO as zero; activation, % at 20 µM;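 active = versus positive control, 20 µM dose yields 30% or more activation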;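 note: 100% = tunicamycin at 10 µg/mL and 0% = DMSO only wells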
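incubation = overnight seeding at 37 °C, 6 h compound treatment at 37 °C | assay system = CHO-XBP1 cells stably carrying IRE1-XBP1-driven luciferase reporter | input = 1000 cells per well | detection = luciferase luminescence | dosing = single point, 20 µM final compound, 1% DMSO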
APJ antagonist – APJ receptor antagonism | P35414 | CHO-K1 APJ beta-arrestin complementation, luminescence | inhibition, % at 20 µM | 0.32% of 330,000 active | AID 2521;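 active = inhibition above about 40% at 20 µM, limit read from the data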;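 note: cells challenged with 10 nM apelin-13 agonist together with compound; plate controls were apelin-13 plus DMSO wells for no effect and DMSO wells lacking apelin-13 for full effect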
CCR6 antag – blocks CCL20-driven beta-arrestin recruitment at human CCR6 | CHO-K1 CCR6 PathHunter beta-arrestin, luminescence, CCL20-stimulated | 0.49% of 340,000 active | P51684 | AID 493098 | inhibition, % at 20 µM;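 active = compounds whose inhibition of the agonist-driven luminescence signal at 20 µM reaches about 50%, limit read from the data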;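 note: cells stimulated with CCL20 at 14 nM final; plate controls were DMSO with CCL20 for no effect and DMSO without agonist for full effect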
Target sequence (P51684 whole entry, looked up): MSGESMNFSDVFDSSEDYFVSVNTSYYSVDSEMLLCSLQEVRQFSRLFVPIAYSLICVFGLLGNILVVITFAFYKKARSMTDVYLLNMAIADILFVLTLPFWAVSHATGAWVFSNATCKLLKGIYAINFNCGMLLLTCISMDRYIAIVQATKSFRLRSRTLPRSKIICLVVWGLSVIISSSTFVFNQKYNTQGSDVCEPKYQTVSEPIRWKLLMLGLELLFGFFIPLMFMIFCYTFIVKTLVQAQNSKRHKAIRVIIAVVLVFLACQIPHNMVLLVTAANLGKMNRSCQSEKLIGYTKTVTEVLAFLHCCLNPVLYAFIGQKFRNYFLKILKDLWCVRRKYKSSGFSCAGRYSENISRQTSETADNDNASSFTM
CXCR6 block – CXCR6 (human) receptor inhibition; O00574; CHO-K1 PathHunter CXCR6 beta-arrestin, luminescence; inhibition, % at 20 µM; 0.36% of 360,000 active; in the data active = inhibition above about 34%, passing the limit was not always enough;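 note: antagonist mode with CXCL16 agonist at 10 nM final; 0% = 10 nM CXCL16 with DMSO and 100% = unstimulated wells without agonist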
Target sequence (O00574 whole entry, looked up): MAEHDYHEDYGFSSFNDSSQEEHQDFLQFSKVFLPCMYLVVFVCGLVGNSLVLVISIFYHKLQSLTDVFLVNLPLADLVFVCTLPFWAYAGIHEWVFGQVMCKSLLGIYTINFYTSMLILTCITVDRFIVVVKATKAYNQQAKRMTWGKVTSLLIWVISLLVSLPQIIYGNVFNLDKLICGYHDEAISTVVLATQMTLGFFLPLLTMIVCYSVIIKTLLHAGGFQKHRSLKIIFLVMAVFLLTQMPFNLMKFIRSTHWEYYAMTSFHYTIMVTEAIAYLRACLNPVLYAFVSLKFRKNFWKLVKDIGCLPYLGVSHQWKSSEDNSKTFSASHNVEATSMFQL
EBI2 block – EBI2 (human) antagonism. P32249. EBI2 beta-arrestin recruitment, luminescence, 7a,25-OHC stimulated. inhibition, % at 5 µM. 0.81% of 360,000 active; in the data active = inhibition above about 38%;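 note: enzyme fragment complementation signal reports receptor beta-arrestin coupling in cells; 0% = agonist plus DMSO wells and 100% = wells without agonist; some results beyond the cut were filed as inactive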
Mdm2-MdmX inh – human Mdm2/MdmX binding inhibition; inhibition, % at 8 µM; AID 485346; O15151+Q00987; SaOS-2 split-luciferase Mdm2/MdmX complementation, luminescence; 3% of 330,000 active;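 active = inhibition of at least 50% at 8 µM in the primary screen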
CHOP UPR activ – activators of apoptotic arm of unfolded protein response (CHOP); CHO-CHOP luciferase reporter, UPR activation, luminescence; percent of tunicamycin response over DMSO baseline; activation, % at 10 µM; 0.34% of 330,000 active;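 active = at 10 µM dose, activation of 40% or more, normalized to positive control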;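 note: 100% = tunicamycin at 10 µg/mL and 0% = DMSO alone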
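Assay system: CHO-CHOP cells, stable luciferase reporter of PERK-eIF2a-CHOP signalling / Buffer or medium: F12 plus 10% serum / Compound dosing: one dose, 10 µM in 0.5% DMSO / Times: 6 h compound treatment, 37 °C / Technique: luciferase luminescence / Read-out: % reporter activation, DMSO baseline versus tunicamycin full activation / Benchmarks: tunicamycin and DMSO controls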
tim23-1 inh – tim23-1 yeast growth inhibition. S. cerevisiae tim23-1 growth, BacTiter-Glo luminescence, 24 h. inhibition, % at 20 µM. 1.3% of 330,000 active. AID 463212;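 active = growth inhibition of the mutant yeast at or above 50%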;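 note: temperature-sensitive mutant grown at 25 °C; plate controls were DMSO-treated mutant yeast for no effect and medium wells lacking yeast for full effect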
* marks the source's active call; other numbers are inactive results; . = no result given.

1: CC(=O)c1cc2c(cc1NC(=O)CSc1nc3ccccc3[nH]1)OCO2
2: O=C(COc1ccc(F)cc1Cl)Nc1cc(S(=O)(=O)N2CCOCC2)ccc1N1CCCCC1
3: COc1ccccc1NS(=O)(=O)c1cc(-c2cnc(C3CC3)o2)ccc1C
4: Cc1c(C(=O)N2CCCCC2)oc2ccc(Br)cc12
5: N=C1c2c(cc(=O)n3c2[nH]c2ccccc23)CN1CCN1CCOCC1
Assay by compound	1	2	3	4	5
CXCR6 block	.	3	-13	-1	-2
APJ agonist	-2	7	-1	-6	1
Mdm2-MdmX inh	7	43	53*	-72	11
CCR6 antag	.	11	-14	5	-1
EBI2 block	.	13	-2	15	-9
CHOP UPR activ	-1.7	2.6	-0.2	4.9	1.6
UPR XBP1 act	3	-2	-3	4	0
tim23-1 inh	24	19	45	41	5
APJ antagonist	16	13	-9	-42	5

6: COc1cc(C)nc(N(C)C(C)=O)n1
7: N#Cc1ccc(Oc2ccc(S(=O)(=O)N3CCCC3)cn2)cc1
8: O=C(O)c1cc(-c2ccc3c(c2)OCO3)nc2ccc(Cl)cc12
9: O=C(CSc1ncccn1)N1CCCC1
10: Cn1nnnc1SCC(=O)Nc1ccccc1Br
Assay by compound	6	7	8	9	10
CXCR6 block	-6	-12	8	-5	-1
APJ agonist	0	-6	7	-2	7
Mdm2-MdmX inh	19	-5	7	26	-8
CCR6 antag	2	-2	11	-3	9
EBI2 block	-8	13	-9	0	8
CHOP UPR activ	2.4	1.0	1.2	-0.2	0.9
UPR XBP1 act	-1	-1	-4	-8	-3
tim23-1 inh	6	9	13	5	-2
APJ antagonist	-14	26	-12	-25	-5

11: Cc1c(Cl)cccc1NC(=O)c1cccc(OC(F)F)c1
12: C=CC[C@H](CC(=O)N(CCO)Cc1ccccc1)C(=O)N[C@@H](COC(=O)[C@@H](CC=C)Cc1ccc(F)cc1)Cc1c[nH]c2ccccc12
13: Fc1cccc(Nc2cc(-n3cccn3)ncn2)c1
14: C/C(=N\NC(=O)c1ccco1)c1cc(Cl)sc1Cl
15: CCOc1ccc(CN2C(=O)c3ccccc3C2C(=O)NCc2cccnc2)cc1 (stereo not given)
Assay by compound	11	12	13	14	15
CXCR6 block	7	7	-11	0	10
APJ agonist	-2	-1	-1	1	-4
Mdm2-MdmX inh	10	91*	-1	8	17
CCR6 antag	16	6	-7	8	-14
EBI2 block	-2	19	-6	-9	2
CHOP UPR activ	3.4	21	3.5	6.6	-1.2
UPR XBP1 act	1	-4	2	1	-1
tim23-1 inh	46	4	24	12	4
APJ antagonist	-8	-23	-3	-11	30

16: COc1cccc(/C=C/C(=O)OCC(=O)Nc2cc(C(F)(F)F)ccc2Cl)c1
17: C(#CCN1CCOCC1)COC(c1ccccc1)c1ccccc1
18: O=C(Nc1cccc(-c2nc3ccccc3s2)c1)c1cc(-n2cnnc2)ccc1Cl
19: c1ccc(-c2cc3ccccc3nc2N2CCCC2)cc1
20: COc1ccc(NC(=O)C2(c3ccc(NC(=O)c4ccc(OC(C)=O)cc4)cc3)CCCC2)cc1
Assay by compound	16	17	18	19	20
CXCR6 block	4	3	-3	2	1
APJ agonist	-4	-3	9	-3	1
Mdm2-MdmX inh	3	-15	7	-7	47
CCR6 antag	16	0	-12	-1	-31
EBI2 block	5	-2	33	0	0
CHOP UPR activ	0.7	-1.7	7.7	-2.6	-1.5
UPR XBP1 act	-1	-3	13	-5	-2
tim23-1 inh	18	20	-3	3	-17
APJ antagonist	-5	14	9	-9	-2

21: CC(=O)COc1ncnc2c(Cl)cc(Cl)cc12
22: O=C(COC(=O)c1cc(S(=O)(=O)N2CCCC2)ccc1O)Nc1ccc(S(=O)(=O)N2CCOCC2)cc1
23: O=C(Nc1cc(Sc2ccccn2)cc([N+](=O)[O-])c1)c1ccc(Cl)cc1
24: COc1ccc(N2C(=O)CC(N3CCN(c4ccc(C(=O)c5cccnc5)cc4)CC3)C2=O)cc1 (stereo not given)
25: COc1cccc(-c2csc(N3CCN(C(=S)NCC(C)C)CC3)n2)c1
Assay by compound	21	22	23	24	25
CXCR6 block	6	0	4	3	-9
APJ agonist	-2	-1	4	-4	-2
Mdm2-MdmX inh	-7	-15	52*	19	-1
CCR6 antag	4	-5	-3	7	7
EBI2 block	-8	5	15	-2	3
CHOP UPR activ	-0.5	-1.0	13	0.3	-0.3
UPR XBP1 act	-2	0	5	-2	-5
tim23-1 inh	3	11	2	19	46
APJ antagonist	3	-8	7	-3	16

Full records from above. Values in the order: CXCR6 block | APJ agonist | Mdm2-MdmX inh | CCR6 antag | EBI2 block | CHOP UPR activ | UPR XBP1 act | tim23-1 inh | APJ antagonist
COc1ccc(N2C(=O)CC(N3CCN(c4ccc(C(=O)c5cccnc5)cc4)CC3)C2=O)cc1 (stereo not given) across the screens: 3 | -4 | 19 | 7 | -2 | 0.3 | -2 | 19 | -3
CC(=O)COc1ncnc2c(Cl)cc(Cl)cc12 across the screens: 6 | -2 | -7 | 4 | -8 | -0.5 | -2 | 3 | 3
O=C(COC(=O)c1cc(S(=O)(=O)N2CCCC2)ccc1O)Nc1ccc(S(=O)(=O)N2CCOCC2)cc1 across the screens: 0 | -1 | -15 | -5 | 5 | -1.0 | 0 | 11 | -8

(list continues)
26: COc1ccc(Nc2nc(N3CCCC3)nc3ccccc23)c(OC)c1
27: CC(=O)Nc1ccc(S(=O)(=O)NC(=O)C23CC4CC(CC(C4)C2)C3)cc1
28: Cn1c(CNC(=O)c2ccccc2F)cc2ccccc21
29: CS(=O)(=O)c1ccc(Cl)c(NC(=O)COC(=O)c2c(Cl)cccc2Cl)c1
30: COc1cccc(CNc2nc(C(F)(F)F)nc3ccccc23)c1
Assay by compound	26	27	28	29	30
CXCR6 block	-12	5	-2	-1	0
APJ agonist	-3	3	-2	2	-1
Mdm2-MdmX inh	54*	-10	21	10	32
CCR6 antag	-12	-23	-6	6	6
EBI2 block	21	5	-2	-7	-29
CHOP UPR activ	1.8	3.2	3.1	1.2	-1.5
UPR XBP1 act	-1	0	-2	2	-3
tim23-1 inh	3	14	14	24	46
APJ antagonist	11	3	14	-7	1

31: CCOc1cc(N2CCOCC2)c(OCC)cc1NC(=O)c1ccc(F)c(S(=O)(=O)N2CCOCC2)c1
32: N#C/C(=C\c1c(N2CCN(c3ccccc3)CC2)nc2ccccn2c1=O)S(=O)(=O)c1ccccc1
33: COc1ccc([C@@H]2[C@@H]3C(=O)N(C(C)(C)C)C(=O)[C@@H]3[C@]3(Cc4ccccc4)C(=O)N(c4ccc(C(F)(F)F)cc4)C(=O)N23)cc1
34: O=C(C1CC1)N1CCC(C(O)(c2ccccc2)c2ccccc2)CC1
35: O=C(NCCCn1ccnc1)/C(=C\c1cccnc1)NC(=O)c1ccccc1F
Assay by compound	31	32	33	34	35
CXCR6 block	-7	14	7	6	-1
APJ agonist	1	-1	2	-2	-3
Mdm2-MdmX inh	16	5	85*	-2	-1
CCR6 antag	11	18	-1	6	5
EBI2 block	0	5	-8	1	-1
CHOP UPR activ	1.4	1.7	0.9	-0.2	0.5
UPR XBP1 act	-1	-2	2	-2	0
tim23-1 inh	20	1	23	19	-1
APJ antagonist	-6	22	9	-2	7

36: CC(c1ccccc1)N(NC(=O)C(O)(c1ccccc1)c1ccccc1)C(=O)c1ccccc1 (stereo not given)
37: COc1cc2c(cc1OC)CN(C(=O)CCc1c[nH]c3ccccc13)[C@H](C(=O)O)C2
38: CCCCOc1ccc(N=Nc2ccc(N)nc2N)cn1
39: CCOc1ccccc1CNC(=O)C1CCN(c2nnc(C)c3c(C)n(-c4ccc(C)cc4)nc23)CC1
40: COc1ccc2cc(Br)ccc2c1CC(=O)NC1CC(C)(C)NC(C)(C)C1
Assay by compound	36	37	38	39	40
CXCR6 block	0	3	14	12	4
APJ agonist	2	-3	-4	1	-1
Mdm2-MdmX inh	-19	19	-66	100*	33
CCR6 antag	17	0	19	26	13
EBI2 block	4	-10	13	13	10
CHOP UPR activ	-1.4	-0.3	7.2	35	1.1
UPR XBP1 act	0	1	4	64*	-2
tim23-1 inh	11	14	80*	4	5
APJ antagonist	4	7	3	11	9

Only CCR6 antag, CXCR6 block and EBI2 block, for some of the entries so far:
item | mol | CCR6 antag | CXCR6 block | EBI2 block
36 | CC(c1ccccc1)N(NC(=O)C(O)(c1ccccc1)c1ccccc1)C(=O)c1ccccc1 (stereo not given) | 17 | 0 | 4
37 | COc1cc2c(cc1OC)CN(C(=O)CCc1c[nH]c3ccccc13)[C@H](C(=O)O)C2 | 0 | 3 | -10

Following part.
41: COc1ccccc1C(=O)OCc1ccc2sc(C)nc2c1
42: c1ccc(Nc2nc(N3CCOCC3)c3ccccc3n2)cc1
43: Cc1ccc(NC(=O)NNC(=O)c2cc3ccccc3cc2O)c(C)c1
44: COC(=O)c1ccc(NC(=O)c2ccco2)cc1
45: Cc1ccc(NC(=O)c2ccccc2O)cc1
Assay by compound	41	42	43	44	45
CXCR6 block	4	-15	-8	-6	7
APJ agonist	0	3	-7	0	2
Mdm2-MdmX inh	12	20	42	-37	-142
CCR6 antag	3	16	-7	-1	-10
EBI2 block	10	-1	5	-26	-3
CHOP UPR activ	4.1	1.1	-0.1	0.6	1.8
UPR XBP1 act	1	-1	-2	0	-7
tim23-1 inh	-4	-4	4	16	46
APJ antagonist	-2	-3	2	21	5

46: CCCc1cc(=O)[nH]c(SCC(=O)N(C)CC(=O)Nc2ccc(F)cc2)n1
47: COc1ccc(NC(=O)CN(C)C(=O)Cc2ccc3c(c2)CCC3)cc1
48: CCOC(=O)CNC(=O)C1(/C=C/c2ccccc2)CC(=O)N1c1ccc(C)cc1 (stereo not given)
49: CC1(C)CC(=O)C2=C(C1)Nc1nc(SCCN3CCOCC3)[nH]c(=O)c1C2c1cccs1 (stereo not given)
50: CCn1nc(C)c(/C=N/NC(=O)CSc2ccccn2)c1C
Assay by compound	46	47	48	49	50
CXCR6 block	-3	-2	1	8	2
APJ agonist	-1	13	1	-3	1
Mdm2-MdmX inh	14	8	5	3	9
CCR6 antag	-4	8	13	14	15
EBI2 block	-4	0	-1	2	7
CHOP UPR activ	1.9	1.1	0.0	2.2	1.3
UPR XBP1 act	3	0	-2	-2	4
tim23-1 inh	-1	13	17	16	10
APJ antagonist	8	6	4	15	6

Screening results: PubChem, Sanford-Burnham Center for Chemical Genomics

The list is partial (hit frequency here may not be typical).
